Bioassay records deposited in PubChem BioAssay by several laboratories.
CF NFkB block: blocks PAF-induced NF-kB reporter in cystic fibrosis cells | KKLEB NF-kB-GFP reporter, GFP fluorescence overnight | inhibition, % at 5 µM | 360,000 compounds, 0.86% hits;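 active = at least 50% inhibition at 5 µM, scaled per plate between neutral and stimulator controls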;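 also: PAF is a Pseudomonas aeruginosa culture filtrate used as stimulus; plate controls were PAF-stimulated DMSO wells for no effect and unstimulated DMSO wells for full effect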
aDG glyco act: increases alpha dystroglycan glycosylation; 360,000 compounds, 0.22% hits; Pro5-aDG cells, alpha-DG glycosylation AlphaScreen (IIH6); 0% Pro5, 100% B10-LARGE cell signal; activation, % at 10 µM;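 active = activation of at least 8% versus controls, or a plate z-score of at least 8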;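 also: Pro5 are CHO cells carrying HIG-tagged alpha-DG that lacks glycosylation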
NR2E3 ag-1: human photoreceptor-specific nuclear receptor agonism. Q9Y5X4. CHO-S Gal4-NCOR/VP16-NR2E3 two-hybrid, luciferase. inhibition of corepressor binding, % at 3.98 µM. 360,000 compounds, 0.35% hits. AID 602229;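 active = inhibition above the mean of all tested compounds plus 3 SD, cut at about 70% in these data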;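 also: 0% = DMSO with NR2E3 transfected cells and 100% = cells lacking NR2E3 construct; higher means lower luciferase signal from less NR2E3 corepressor binding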
Target sequence (Q9Y5X4 whole entry, looked up, the tested form may be a part): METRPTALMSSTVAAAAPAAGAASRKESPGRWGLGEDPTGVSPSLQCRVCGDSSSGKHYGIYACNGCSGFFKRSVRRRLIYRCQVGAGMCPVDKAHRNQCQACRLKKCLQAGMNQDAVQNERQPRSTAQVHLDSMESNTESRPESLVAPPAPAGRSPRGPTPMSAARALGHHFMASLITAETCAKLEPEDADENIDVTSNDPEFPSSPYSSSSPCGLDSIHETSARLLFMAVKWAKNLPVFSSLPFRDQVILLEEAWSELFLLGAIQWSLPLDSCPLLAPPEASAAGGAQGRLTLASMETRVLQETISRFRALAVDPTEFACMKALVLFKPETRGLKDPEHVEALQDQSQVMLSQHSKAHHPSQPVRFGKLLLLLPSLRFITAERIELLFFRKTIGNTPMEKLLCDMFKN
TWEAK Fn14 block: inhibitors of TWEAK-Fn14 interaction signaling. AID 1159606. TWEAK-stimulated Fn14 reporter cells, luciferase luminescence, 8 h. 360,000 compounds, 2% hits. inhibition, % at 10 µM; in the data active = inhibition above about 50%
Shn3 3UTR inh: inhibitors of Schnurri-3 3'UTR reporter in osteoblasts | 360,000 compounds, 0.52% hits | Clone20 osteoblast Shn3 3'UTR firefly luciferase, 24 h | AID 588674 | inhibition, % at 12.5 µM;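 active = mean inhibition of at least 75% with every replicate also reaching 75%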;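 also: 0% = median of neutral control wells and 100% = pilot-screen positive control compound; some compounds past the cut are filed as inactive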
hiPSC survival: increases survival of single human iPS cells | hiPSC single-cell survival, ATPlite luminescence; 100% = ROCK inhibitor wells, 0% = DMSO | survival enhancement, % at 20 µM | 360,000 compounds, 0.044% hits; in the data active = survival enhancement above about 18%;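 also: cells exposed to compounds for 16 hours before the ATP read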
NR2E3 ag-2: activates human photoreceptor nuclear receptor NR2E3 | Q9Y5X4 | inhibition of corepressor binding, % at 4.78 µM | AID 2300 | 320,000 compounds, 0.12% hits | GST-NR2E3/biotin-RetCOR TR-FRET, 1536-well;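 active = percent inhibition above the cutoff of mean plus 3 SD of all tested compounds, set per screening campaign, cut at about 20% in these data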;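 also: 0% = DMSO wells and 100% = biotin wells as full block of FRET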
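System: GST-tagged NR2E3 plus biotinylated RetCOR corepressor; Amount: 1.35 nM GST-tagged NR2E3 final; Dosing: single nominal compound dose of 4.8 µM; Schedule: 5 h incubation at 4 °C; Technique: TR-FRET with europium anti-GST and streptavidin-D2, 340 nm excitation; Controls: biotin wells as high control, 0.6% DMSO wells as low control.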
KKLEB cytotox: reduces viability of KKLEB cystic fibrosis airway cells. 360,000 compounds, 0.36% hits. AID 602141. KKLEB CF airway cells viability, ATPlite luminescence, overnight; hits give low values; cells stimulated with P. aeruginosa culture filtrate. activity change (cytotoxicity), % at 5 µM;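 active = corrected activity change at or below -50% at 5 µM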
TRPM1 prom inh: MITF TRPM1 promoter inhibition in SK-MEL-5 cells. inhibition, % at 12.5 µM. 330,000 compounds, 0.83% hits. SK-MEL-5 TRPM1 promoter luciferase, 24 h;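 active = mean inhibition across replicates of 60% or more, whatever share of single replicates reaches that level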; also: values of inactives mirror those of a sister screen read the other way
Peg3 promoter: reduces Peg3 promoter-driven luciferase expression in HeLa. HeLa PEG-Prom luciferase reporter, luminescence, overnight. inhibition, % at 20 µM. 360,000 compounds, 1.7% hits;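 active = inhibition of at least 50% at 20 µM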
HIF-2a inh: inhibitors of HIF-2a; 360,000 compounds, 0.72% hits; inhibition, % at 18.8 µM; 786-0 RCC cells HIF-2a reporter, luciferase luminescence, overnight;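 active = inhibition of the luminescence signal of 40% or more relative to plate controls, in a single-dose primary screen at 18.75 µM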
An asterisk follows results filed as active; x = no result given.

SMILES	CF NFkB block	aDG glyco act	NR2E3 ag-1	TWEAK Fn14 block	Shn3 3UTR inh	hiPSC survival	NR2E3 ag-2	KKLEB cytotox	TRPM1 prom inh	Peg3 promoter	HIF-2a inh
Cc1ccc(S(=O)(=O)Nc2c(C)n(C)n(-c3ccccc3)c2=O)cc1C(=O)OCC(=O)N1CCCC(C)C1 (stereo not drawn)	1	0.4	6	1	-1	-1.2	-1	2	3	2	13
c1ccc(-c2ccc(OCCN3CCOCC3)cc2)cc1	5	0.0	-76	-21	-73	1.2	4	-1	-61	-262	-255
CC(O)CNC(=S)Nc1ccccc1 (stereo not drawn)	13	0.1	-20	4	4	0.8	0	-1	-1	-2	16
CCOc1ccc(S(=O)(=O)N(CC)CC(=O)NCc2ccccn2)cc1C	8	0.0	4	15	-10	-0.6	4	6	14	6	12
CC(=O)CSc1nsc(SCC(C)=O)c1C#N	-8	-0.2	-13	3	-10	-3.2	-3	8	8	1	-6
Cc1ccc(S(=O)(=O)N2CCN(C(=O)CN3CCN(c4ccc(O)cc4)CC3)CC2)cc1	19	-0.1	13	-10	-6	-0.2	x	-14	7	24	9
O=C(c1ccccc1NS(=O)(=O)c1ccc(F)cc1)N1CCOCC1	5	0.0	10	-2	4	-0.2	2	-9	-18	7	6
CCc1c(C)[nH]n(CCC#N)c1=O	14	-0.4	3	-4	-3	-2.2	1	-18	1	3	6
Cc1ccc(C)c(NC(=O)CN(C)C(=O)c2ccc(Cl)nc2)c1	14	0.1	-5	-7	-4	0.1	10	4	-1	2	15
Cc1cc(O)cc(=O)n1C	-6	-0.1	-14	5	x	-0.6	2	11	-2	16	8
COc1ccc(C)cc1NC(=O)CSc1nnc(CC(=O)Nc2cccc(C(F)(F)F)c2)n1C	3	0.3	-2	7	32	-0.5	3	2	-1	16	5
Cc1[nH]c2ccccc2c1C(=O)COC(=O)c1ccc2c(=O)n3c(nc2c1)CCC3	12	-0.2	-12	-4	-1	1.7	0	7	11	5	9
Cc1cc(C(=O)N(Cc2nnc(-c3ccc(Cl)cc3)o2)C(C)C)c2ccccc2n1	20	-0.2	-17	-11	-6	0.3	-1	-20	3	-25	-24
CCCCN(CCCNC(=O)CN1C(=O)COc2ccccc21)c1ccccc1	3	2.4	-3	10	30	0.4	1	8	9	18	6
CC(C)Sc1nc(N)nc2c1ncn2C1OC(CO)C(O)C1O (stereo not drawn)	9	-0.4	-6	-3	-17	2.5	x	6	-12	-20	-4
COc1ccc(NC(=S)N2CCCC2)c(OC)c1	8	0.0	4	-11	7	1.6	-1	5	16	10	6
COc1cc(C(=O)NCc2nnc(SCC(=O)N3CCC(C)CC3)o2)cc(OC)c1OC	6	0.1	-20	-9	6	2.4	-2	1	3	11	20
CC(=O)c1ccc(C(=O)N2CCCC(C(=O)c3cc(F)ccc3F)C2)s1 (stereo not drawn)	-8	0.3	-2	-13	-5	1.2	-2	3	9	3	12
CC(=O)c1ccc(N2CCN(C(=O)c3n[nH]c4ccccc34)CC2)cc1	-5	0.1	4	-6	32	-0.2	-1	0	7	-40	7
O=C(c1cc2nc(-c3cccs3)cc(C(F)(F)Cl)n2n1)N1CCCc2ccccc21	4	-0.2	12	41	26	1.3	2	-2	-7	4	-70
O=C1N/C(=C/c2ccc(Br)cc2)C(O)=C1C=NCc1ccccc1	-9	0.0	-25	-3	-16	-0.9	0	5	22	19	6
Cc1ccc(Oc2nc3ccccc3n3c(C)nnc23)cc1	-6	0.1	1	4	3	3.8	-1	6	-23	6	-10
Cc1cn(CC(C)C)c(=O)n(-c2ccccc2)c1=O	-10	0.3	-20	-8	13	1.4	x	14	8	3	9
c1ccc(CCN2CN=C(Nc3nc4ccccc4s3)NC2)cc1	-11	0.1	-14	-5	-14	0.3	0	-5	-16	-31	-60
Cc1noc(C)c1C(=O)OCC(=O)C12CC3CC(CC(C3)C1)C2	2	0.0	-9	4	-3	2.7	0	6	-6	2	5
O=C(CNC(=O)c1ccc(Br)o1)NNC(=O)c1ccccc1O	3	-0.2	-20	-7	5	-0.3	3	-9	6	7	7
Cc1c(NC(=O)C2CC(c3ccc(F)cc3)=NO2)c(=O)n(-c2ccccc2)n1C (stereo not drawn)	9	-0.2	-22	12	14	-1.2	3	24	x	3	9
COCCCn1c(SCC(=O)NC2CCCC2)nnc1-c1ccncc1	-2	-0.1	-38	14	13	-0.5	3	12	8	19	9
CCOCCCNC(=O)c1ccc(OC)cc1	-22	-0.3	-36	-30	-3	-2.4	-1	16	-4	-37	-78
O=C(O)c1ccc(CSc2nnc(-c3ccncc3)n2CC2CCCO2)cc1 (stereo not drawn)	13	-0.1	2	18	-30	0.4	0	-9	0	-9	7
CN1CCN(S(=O)(=O)c2ccc(C(=O)Nc3ccccc3)cc2)CC1	-4	-0.2	-29	-18	-6	-0.3	-4	7	-18	-16	-44
COc1cc(OC)cc(C(=O)NC(=S)NNC(=O)c2cnccn2)c1	35	0.4	-28	1	78	2.4	3	-12	25	26	2
COc1ccc(N(CC(=O)Nc2cccc3ccccc23)S(C)(=O)=O)c(OC)c1	6	0.0	-12	-1	3	0.5	3	0	-3	14	19
O=C(NCC1CCN(Cc2ccc(F)cc2)CC1)Nc1cc(F)ccc1F	4	0.3	7	6	-3	0.0	-1	-19	4	13	18
CN(Cc1ccc(-n2cccn2)cc1)Cc1nc(-c2cnccn2)no1	-8	0.0	-10	13	17	-0.5	0	-1	8	3	10
COc1ccc(OC)c(S(=O)(=O)NCCOC23CC4CC(CC(C4)C2)C3)c1	21	0.4	-36	-7	10	-1.7	2	-9	0	7	15
COc1ccc(N2CCN(CC(O)COC(c3ccc(F)cc3)c3ccc(F)cc3)CC2)cc1 (stereo not drawn)	-2	0.0	-12	2	-5	0.4	x	11	11	15	19
C[N+](C)(CCOc1ccccc1)Cc1ccccc1	-9	-0.1	-13	-19	-13	1.2	x	5	6	7	-2
Cc1ccc(NS(=O)(=O)c2ccc(C(=O)OCC(=O)N3CCCCC3)cc2)cc1	-10	-0.1	-1	14	6	-3.6	4	11	4	3	1
Cc1csc(=O)n1CC(=O)OCC(=O)NCc1ccccc1	-17	0.1	14	-23	-12	-0.4	0	6	5	-4	-3
COc1cc(/C=C/C(=O)OCC(=O)Nc2c(C)n(C)n(-c3ccccc3)c2=O)ccc1O	4	3.0	-36	-1	10	0.4	3	-7	10	-1	0
O=C(COC(=O)C1CCCN1C(=O)c1cccs1)Nc1ccc2c(c1)OCO2 (stereo not drawn)	2	-0.2	-18	3	-20	2.6	-2	-14	10	7	-4
Cc1cc(Cl)ccc1OCC(=O)OCC(=O)NCCNC(=O)COC(=O)COc1ccc(Cl)cc1C	-10	0.4	9	-2	5	-0.2	x	2	1	3	13
O=C(CSC1=NCCS1)Nc1ccccc1F	-6	0.0	19	1	-7	1.6	0	4	-2	-21	-29
C#CCOCCOCCOCCNc1nc(N2CCN(C(=O)CCCCCCCCCCNC(=O)Cn3cc(C[C@@H](C)O)nn3)CC2)nc(N2CCN(C(=O)CCCCCCCCCCNC(=O)[C@H](CO)n3cc(CCCSC)nn3)CC2)n1	4	-0.2	-2	40	5	0.6	-1	-8	60	5	4

Just Peg3 promoter and TRPM1 prom inh, for some of the entries so far:
| SMILES | Peg3 promoter | TRPM1 prom inh |
| --- | --- | --- |
| COc1cc(C(=O)NCc2nnc(SCC(=O)N3CCC(C)CC3)o2)cc(OC)c1OC | 11 | 3 |
| COc1ccc(OC)c(S(=O)(=O)NCCOC23CC4CC(CC(C4)C2)C3)c1 | 7 | 0 |

(continued)
SMILES	CF NFkB block	aDG glyco act	NR2E3 ag-1	TWEAK Fn14 block	Shn3 3UTR inh	hiPSC survival	NR2E3 ag-2	KKLEB cytotox	TRPM1 prom inh	Peg3 promoter	HIF-2a inh
CCOC(=O)N1CCN(C/C(C)=C/c2ccccc2)CC1	-5	0.0	-12	-3	2	0.8	0	0	-10	-48	-120
CN(C)S(=O)(=O)c1ccc(N2CCCC2)c(C(=O)Nc2ccc(Br)cc2F)c1	21	-0.1	15	4	-16	-0.6	-4	2	-1	28	10
CCOC(=O)[C@]12CCC=C1N(Cc1ccccc1)C(=O)[C@H](CC(=O)NCc1cccc(C(F)(F)F)c1)C2	x	0.2	-5	6	x	0.7	x	x	x	x	2
COc1ccc(Cl)cc1-c1cc(C(=O)NC2CCCCC2)[nH]n1	15	0.9	-39	-26	-74	-2.4	x	-10	x	-73	-95
COc1ccc(-c2nc(-n3c(C)c(C(C)=O)c(C(C)=O)c3C)sc2C)cc1OC	6	0.3	12	7	33	-1.9	2	2	9	7	16
CC(=O)c1ccccc1NC(=O)Cn1c(=O)cnc2ccccc21	-8	0.2	-1	-3	-19	0.7	2	3	10	11	-2
O=C(c1ccc(CNS(=O)(=O)c2ccc(Br)cc2)cc1)N1CCCC1	13	-0.3	-23	-17	-15	-0.2	0	9	8	12	5
C#CCN(C[C@@H]1[C@@H](OC(=O)Nc2cccs2)[C@@H](OC(=O)Nc2cccs2)Cn2c(=O)n(CCCCCC)c(=O)n21)S(=O)(=O)c1ccc(C)cc1	20	0.0	-19	11	48	-0.9	x	-6	x	12	11
O=C(N/N=C\c1ccc(Cl)s1)C1COc2ccccc2O1 (stereo not drawn)	0	-0.1	18	2	3	0.7	1	7	-10	6	24
CC(C)NC(=O)CSc1nnc(-c2ccc3ncccc3c2)n1C	0	0.0	-4	3	12	-0.1	1	-1	1	10	18
CC(C)N(Cc1nnc(-c2ccc(Cl)cc2)o1)C(=O)C1=COCCO1	-52	0.2	-16	3	-6	-0.5	-1	14	-5	-11	7
CCCSc1nc2c(cnn2-c2ccccc2)c(=O)n1N	3	0.0	-130	1	-89	-0.9	-1	-2	-52	-250	-262
COc1ccc(C(=O)Oc2ccc(N(C)S(=O)(=O)c3ccccc3)cc2)cc1[N+](=O)[O-]	-4	-0.1	-8	3	0	-0.4	-2	-1	4	14	0
O=C(O)CCCC(=O)Nc1ccc(N=Nc2ccccc2)cc1	9	-0.3	-14	2	18	3.6	-1	-5	-1	-4	-4
CC1CCC2C(=O)N(c3ccc(C(=O)NCc4ccccc4)cc3)C(=O)C2C1 (stereo not drawn)	-7	-0.1	-6	-9	19	-0.3	-1	6	0	-17	10
COc1cc(CNCc2cccnc2)ccc1OCC(=O)NC1CCCCC1	15	0.2	-13	45	5	4.1	1	2	-2	13	13
CCCNC(=O)C(Cc1ccc(I)cc1)NC(=O)c1ccc(C#N)cc1 (stereo not drawn)	-18	0.0	13	13	15	-0.9	-1	0	7	-2	0
CCOc1ncccc1C(=O)OCC(=O)NC1CCCCC1	12	-0.1	-6	2	5	-3.4	x	-1	-5	13	10
Cc1ccc(C)c(OCC(=O)NCC(C)C)c1C	9	0.0	-5	-2	-3	-0.2	-2	1	2	10	37
